Source: PubChem BioAssay
MC4R barr agon = agonists of human melanocortin 4 receptor (MC4R) beta-arrestin. P32245. activation, % at 8.9 µM. 0.98% of 360,000 active. U2OS MC4R beta-arrestin complementation, luminescence; percent of melanotan II response, DMSO zero;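 active = activation above a per-plate cutoff, the mean activation of sample wells on that plate plus 3 SD, cut at about 8% in these data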
PDI inh = inhibitors of human protein disulfide isomerase. inhibition, % at 10 µM. PDI insulin aggregation turbidity, A650, 90 min. AID 588391. P07237. 0.052% of 350,000 active;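 active = mean inhibition across replicates of 30% or more, whatever share of single replicates reach that level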;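 note: absorbance from insulin aggregation driven by PDI reduction with DTT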
HTR2A ag = activates the mouse 5-HT2A serotonin receptor | 0.66% of 360,000 active | AID 624169 | P35363 | activation, % at 7.6 µM | CHO-K1 mHTR2A beta-arrestin complementation, luminescence; percent of 30 µM serotonin response;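 active = activation above a run cutoff, the mean activation of all tested compounds plus 3 SD, cut at about 14% in these data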;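 note: 0% = plate median of compound wells and 100% = 30 µM serotonin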
MC4R antag cAMP = human MC4R antagonism in cAMP assay | P32245 | MC4R-expressing cells, MTII-stimulated cAMP, LANCE TR-FRET | inhibition, % at 6.5 µM | 0.48% of 360,000 active;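 active = inhibition above its plate's cutoff, the mean of tested wells on that plate plus 3 SD, cut at about 29% in these data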;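 note: 0% = Melanotan II alone and 100% = Melanotan II plus saturating MCL0020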
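System – human MC4R-expressing U2OS cells · Also added – Melanotan II · Dosing – one concentration, 6.5 µM nominal · Timing – 30-min compound, 1-h challenge, 1-h detection, room temperature · Measured by – Eu-cAMP/anti-cAMP TR-FRET, emission 671 nm · Replicates – singlicate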
ABCB6 inh 2 = human ABCB6 transporter inhibition. 0.19% of 360,000 active. AID 602162. K562-ABCB6 porphyrin accumulation, flow cytometry, 1 h; active compounds read low. Q9NP58. fluorescence ratio to DMSO, % at 10 µM;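 active = fluorescence ratio to DMSO below 75%, the collection mean minus 3 SD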;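 note: signal is porphyrin accumulated inside mitochondria; 100% equals median channel fluorescence of DMSO control wells; lower ratio means ABCB6 inhibition with less porphyrin fluorescence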
Glyco luc inh = blocks N-linked glycosylation in D54 reporter cells. 0.23% of 360,000 active. D54 ERlucT glycosylation luciferase reporter, 24 h; percent of 100 nM tunicamycin response. reporter increase, % at 12.5 µM;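 active = mean luciferase reporter signal, scaled so untreated is 0 and the glycosylation-blocking control 100, at or above a set limit in every replicate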;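 note: luciferase carries N-glycosylation sites so blocking glycosylation raises the light; 0% = median of neutral control wells and 100% = median of 100 nM tunicamycin wells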
CaV13 FRET inh = Primary screen for inhibitors of IQ motif and Ca2+-dependent inactivation inhibitor domain binding in CACNA1D, Förster resonance energy transfer in living cells, …; 0.098% of 340,000 active; AID 743397; inhibition, % at 12.3 µM; HEK cells, CFP/YFP FRET ICDI-IQ, plate reader, 10 min; percent FRET-ratio fall versus neutral wells;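 active = mean replicate inhibition of at least 30% and at least 1% of replicates passing that level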;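 note: 0% = median of the neutral control wells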
ABHD5-PLIN5 inh = ABHD5-PLIN5 protein interaction inhibition; Q00G26+Q8WTS1; 0.78% of 360,000 active; AID 602281; Split G. princeps luciferase complementation, luminescence, 4 h; inhibition, % at 4 µM;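 active = inhibition above the mean inhibition across every tested compound plus 3 SD, cut at about 22% in these data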;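 note: 0% = DMSO only wells and the 100% control is not disclosed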
Target sequence (Q00G26 whole entry, looked up): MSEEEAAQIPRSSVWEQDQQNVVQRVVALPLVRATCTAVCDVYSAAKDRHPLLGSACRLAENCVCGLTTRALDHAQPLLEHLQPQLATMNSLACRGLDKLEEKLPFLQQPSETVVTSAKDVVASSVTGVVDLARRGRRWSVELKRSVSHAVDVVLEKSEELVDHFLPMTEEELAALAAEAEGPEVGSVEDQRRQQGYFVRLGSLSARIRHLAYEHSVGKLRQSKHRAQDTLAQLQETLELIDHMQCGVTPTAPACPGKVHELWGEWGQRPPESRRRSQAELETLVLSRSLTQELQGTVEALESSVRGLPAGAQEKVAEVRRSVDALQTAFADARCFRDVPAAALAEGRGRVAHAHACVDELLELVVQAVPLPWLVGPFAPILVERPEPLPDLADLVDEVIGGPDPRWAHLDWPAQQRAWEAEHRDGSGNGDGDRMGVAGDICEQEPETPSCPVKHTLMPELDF
Target sequence (Q8WTS1 whole entry, looked up): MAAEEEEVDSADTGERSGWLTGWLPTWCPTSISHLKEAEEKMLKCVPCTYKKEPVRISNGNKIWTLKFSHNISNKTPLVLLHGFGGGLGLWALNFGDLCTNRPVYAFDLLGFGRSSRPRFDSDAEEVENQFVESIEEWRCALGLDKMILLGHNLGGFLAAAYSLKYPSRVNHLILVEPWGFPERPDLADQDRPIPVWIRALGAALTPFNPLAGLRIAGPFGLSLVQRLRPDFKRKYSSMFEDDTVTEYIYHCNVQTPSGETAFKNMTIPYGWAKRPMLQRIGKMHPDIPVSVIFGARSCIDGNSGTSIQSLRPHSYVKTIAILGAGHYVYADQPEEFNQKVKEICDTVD
Exocytosis inh = blocks lytic granule exocytosis; 0.66% of 360,000 active; inhibition, % at 10 µM; TALL-104 LAMP-1 surface exposure, flow cytometry; cells stimulated with thapsigargin and PMA;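 active = inhibition above about 55%, limit read from the data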
H9c2 protect = myocardial damage modulation in H9c2 cells; H9c2 cardiomyocytes, H2O2 injury protection, ATPLite, 2 h; protection from H2O2 cell death, % at 20 µM; 0.63% of 360,000 active;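 active = compounds giving at least 50% protection of heart cells from peroxide-induced death in the single-dose screen, raw or plate-pattern-corrected value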;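 note: 0% = DMSO wells with peroxide and 100% = DMSO wells without peroxide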
Numbers without * were called inactive; / = no result given.

compound,MC4R barr agon,PDI inh,HTR2A ag,MC4R antag cAMP,ABCB6 inh 2,Glyco luc inh,CaV13 FRET inh,ABHD5-PLIN5 inh,Exocytosis inh,H9c2 protect
CNC(=O)COC(=O)c1nc(-n2nc(C)cc2C)ccc1Cl,-2.0,2,-3,3,93,3,-8,-3,-3,5
COc1cc(-c2coc3c(C(=O)Nc4ccc(C(C)C)cc4)cccc23)ccc1O,1.5,0,4,28,100,0,-8,4,6,-13
Cc1ccc(S(=O)(=O)N/N=C/c2cnn(C)c2C)cc1,-1.1,4,0,8,90,-1,-3,-9,-2,0
CC1=C(C(=O)Nc2cc(C(=O)NCc3ccccc3)ccc2C)SCCO1,-0.2,21,9,4,94,-1,-9,-3,0,-2
COCCNC(=O)Cn1ccc2cc(S(=O)(=O)N3CCCCC3)ccc21,-1.8,-8,0,7,98,0,-15,-1,-3,3
OCCN(Cc1ccccc1)Cc1ccc(C(F)(F)F)cc1,0.9,0,1,5,104,-2,/,-1,-7,-2
CC1CC(C)C[N+](=C2C=C(N3CCCC3)CC(C)(C)C2)C1 (centres undefined),-1.1,-4,5,-4,95,1,2,-1,4,-25
CCC(=O)n1nc(-c2ccccc2)nc1NCc1ccccc1,2.1,1,8,0,97,-1,-4,2,1,-2
CCNC(=O)C1CCCN(C(=O)c2ccc(C)c(F)c2)CC1 (centres undefined),-1.4,-7,1,6,101,0,-6,-7,4,1
CCCCCCCCNS(=O)(=O)CCNCCCC,2.4,-1,0,-5,99,-5,-8,3,9,-10
Nc1ccc(OCC(O)C[n+]2ccc(CCS(=O)(=O)[O-])cc2)cc1 (centres undefined),-2.5,-11,2,4,91,1,4,1,-2,13
COc1ccc(Cl)cc1NC(=S)N(CCN1CCOCC1)C1CCN(C(C)=O)CC1,-2.3,2,-1,-1,99,0,-15,-2,-2,-3
CC1CCc2c(sc3nc(CN4CCOCC4)nc(Sc4ccccc4)c23)C1 (centres undefined),-3.6,3,-2,4,91,-1,-6,1,26,11
CCCS(=O)(=O)c1c(S(=O)(=O)CCC)c2ccc(C(N)=O)cn2c1C(=O)OC,-3.0,-4,1,-5,102,0,-7,-1,-2,2
CSc1ccccc1C(=O)NCCOc1cccc(C)c1,-0.4,15,-1,6,96,0,-4,0,-5,-6
Cn1c(=S)ccc2ccccc21,-0.2,5,-1,10,98,2,-4,2,4,2
CN(C(=O)COC(=O)c1ccccc1SCC(=O)NC1CCCCCCC1)C1CCS(=O)(=O)C1 (centres undefined),-0.9,2,3,24,96,0,-4,0,4,-1
CC1(C(=O)Nc2cccc(OC(F)(F)F)c2)Cc2c(-c3ccc(C(N)=O)cc3)ccnc2O1 (centres undefined),1.6,1,-8,12,93,-10,-5,-1,6,56*
COc1ccccc1CNC(=O)CSc1nnc2c(Cl)cc(C(F)(F)F)cn12,-2.5,-20,9,5,102,2,-2,0,8,7
CCOc1ccc(-c2ccc(/C=C3/C(=N)N4C(C)=CSC4=NC3=O)o2)c([N+](=O)[O-])c1,-2.9,-8,-6,2,104,2,-2,2,5,11
CC1CCCCC12NC(=O)N(CC(=O)OCc1c(F)cccc1Cl)C2=O (centres undefined),0.4,-6,-4,2,100,-2,-6,-5,-17,2
O=C(Oc1cccc(C(=S)N2CCOCC2)c1)c1cc([N+](=O)[O-])cc([N+](=O)[O-])c1,0.8,-1,3,-1,91,1,6,7,-7,0
CCOC(=O)COc1cccc2c(=O)n(CC(=O)N3CCc4ccccc43)ccc12,0.1,/,0,-7,95,0,-3,4,-2,10
CC1Oc2ccc(C#N)cc2N(Cc2cccc(F)c2)C1=O (centres undefined),-1.5,0,-7,9,102,0,-5,1,1,-2
COc1ccc(N2c3ccccc3CN(Cc3ccccc3)[C@@H](C)[C@H]2Cc2ccc(-c3ccccc3)cc2)cc1,/,/,0,/,/,/,-6,-9,29,/
O=C(CN(Cc1ccccc1)C(=O)CCC(=O)Nc1ccccn1)NCc1ccco1,-1.7,-2,-1,10,102,1,/,13,0,10
COC(=O)N/N=C/c1ccc([N+](=O)[O-])o1,2.7,0,5,-4,89,7,-4,9,-7,-4
CC(Nc1ccc(Cl)c(Cl)c1)C(=O)NN (centres undefined),1.8,-1,-1,14,101,0,2,-7,1,1
CCNc1ncnc2c1cnn2C,-0.2,-3,0,15,96,3,-2,-1,4,-1
COc1cc(/C=C2/N=C(c3ccccc3F)OC2=O)cc(Cl)c1OS(C)(=O)=O,-2.3,-8,3,3,97,1,-8,-4,-2,14

Only ABHD5-PLIN5 inh, H9c2 protect and PDI inh, for some of the entries so far:
SMILES	ABHD5-PLIN5 inh	H9c2 protect	PDI inh
CCOC(=O)COc1cccc2c(=O)n(CC(=O)N3CCc4ccccc43)ccc12	4	10	/
CC1Oc2ccc(C#N)cc2N(Cc2cccc(F)c2)C1=O (centres undefined)	1	-2	0

More entries:
compound,MC4R barr agon,PDI inh,HTR2A ag,MC4R antag cAMP,ABCB6 inh 2,Glyco luc inh,CaV13 FRET inh,ABHD5-PLIN5 inh,Exocytosis inh,H9c2 protect
O=C(NCCc1c[nH]c2ccccc12)C1CCN(Cc2ccc(Br)cc2)CC1,-0.1,7,0,9,104,-5,0,0,77*,-7
COc1ccc([N+](=O)[O-])cc1NC(=O)CSCc1ccccc1,-0.9,6,1,0,101,-2,-2,-1,-2,0
CCOC(=O)CC1=C(C(=O)OCC)C(c2ccc(C)o2)C(C#N)=C(N)O1 (centres undefined),-0.9,10,-3,6,100,2,-2,13,1,-1
O=C(c1ccccc1)C(CCc1ccccn1)CCc1ccccn1,-1.4,11,-4,4,99,-1,-2,-2,-4,-1
CCn1c(SC)nc2cc(S(=O)(=O)N3CCCCC3)ccc21,0.5,-6,-9,3,92,-1,-4,5,14,-5
Cc1ccc(S(=O)(=O)N2CCN(Cc3nc4ccccc4[nH]3)CC2)cc1C,-1.6,12,-9,-2,92,1,-5,6,-5,5
COc1cccc(C(C)NC(=S)NCc2ccc(F)cc2)c1 (centres undefined),4.1,-2,-4,15,103,-1,/,-6,-4,-7
COc1cccc(-c2nnc(NC(=O)c3ccc(S(=O)(=O)N4CCOCC4)cc3)o2)c1,-2.0,-3,-1,3,87,1,/,-4,2,15
COc1ccccc1Cn1nnc2c(=O)[nH]c(C3CCN(C(=O)c4ccccc4Cl)CC3)nc21,-1.8,1,0,4,99,3,/,0,2,5
CCN(CCCNC(=O)CCNC(=O)Cn1ccc2ccccc2c1=O)c1ccccc1,-0.3,-5,2,3,97,3,-1,7,0,-5
COc1ccc(Cl)cc1NC(=O)CN(C)C(=O)c1ccc2c(c1)CC(c1ccccc1)OC2=O (centres undefined),-1.9,2,0,2,97,-1,-2,-3,0,-4
Cn1c(SCC(=O)Nc2nccs2)nnc1C12CC3CC(CC(C3)C1)C2,0.3,0,-1,20,93,0,-6,10,6,-6
COc1ccc(C(=O)N2CCCC(c3cc(C(=O)NCc4ccccc4)no3)C2)cc1 (centres undefined),1.0,0,-2,1,102,-1,-6,1,-3,3
COc1ccc(S(=O)(=O)N[C@@H](Cc2ccccc2)C(=O)N2CC[C@@]3(O)CCCC[C@H]3C2)cc1,-1.4,-15,1,5,97,-1,/,10,1,20
Cc1cc(/C=C2/C(=N)N3C(=NC2=O)SN=C3S(C)(=O)=O)c(C)n1-c1ccc(F)cc1,-2.1,-8,0,12,101,1,-7,3,-1,-8
Cc1c(Nc2nc3ccccc3n3cnnc23)cccc1[N+](=O)[O-],-1.9,3,1,4,97,21,-16,3,-15,4
CN1CCCC1c1cccnc1 (centres undefined),-0.4,/,2,5,99,-1,/,-1,0,-1
COc1ccc(NC(=S)N(CCN2CCOCC2)Cc2cc3cc4c(cc3[nH]c2=O)OCCO4)cc1,-1.2,2,-2,16,102,-2,-9,-10,2,12
O=C(CNS(=O)(=O)c1ccccc1)OCC(=O)c1ccccc1Cl,-3.8,2,-1,16,104,2,-3,-2,-6,1
Cc1ccc(OCCN2C(=O)CSC2=O)cc1,-0.1,0,-2,1,99,2,-5,-2,0,2
COc1ccccc1-n1c(SCC(=O)NC2CC2)nc2ccccc2c1=O,0.2,-5,4,1,93,1,-5,7,37,3
CS(=O)(=O)N(CC(=O)NCCSc1ccccn1)c1ccc(F)cc1,-0.5,7,0,3,95,-1,-5,8,-1,6
Cc1ccc(NC(=O)CSc2n[nH]c(N)n2)cc1S(=O)(=O)N1CCOCC1,-1.9,-1,1,15,96,0,-3,-3,-12,-1
[O-][N+]1=C(c2cccs2)CN(O)C1,0.6,8,5,3,92,-1,-6,-5,-3,4
COc1cccc(CNC(=O)CCCCCNC(=O)N2CCn3c2nc2ccccc23)c1,-2.2,-2,-3,5,99,1,-7,2,1,2
O=C(O)c1cnn2c1NC(c1cccs1)CC2C(F)(F)F (centres undefined),-2.0,-1,4,-4,107,1,-1,-3,3,1
CN(N=Nc1ccccc1C(=O)O)C1CCCCC1,-0.7,11,2,3,96,1,-15,-5,-5,5
Cc1nc2cc(N)ccc2n1C1CCCCC1,-2.9,7,-2,5,105,1,-19,-3,-2,-8
CC(C)NC(=O)CN1CCN(C(=O)c2ccc3oc(CCCc4ccccc4)nc3c2)CC1,0.3,1,0,-1,101,-3,/,12,-2,-5
O=c1c2ccccc2cnn1-c1nc2ccccc2[nH]1,0.3,8,2,-2,104,-22,-1,4,0,-31
CC(NC(=O)NC(=O)c1ccc(Cl)cc1Cl)C1CC1 (centres undefined),-1.9,-3,-2,-4,91,1,-3,-7,6,-8
CN(C)S(=O)(=O)c1ccc(/C(O)=C2/C(=O)C(=O)N(Cc3cccnc3)C2c2ccco2)cc1 (centres undefined),-1.9,4,2,5,102,0,/,3,0,2
Cc1cccn2c(=O)c(C(=O)NC3CCCCC3)c(O)nc12,3.7,-1,1,16,101,-1,-2,-5,8,4
CC(C)NC(=O)N(C)C[C@H]1Oc2ccc(NC(=O)C3CCCCC3)cc2C(=O)N([C@H](C)CO)C[C@@H]1C,-1.7,-4,1,-1,99,2,-4,3,-13,-6
CC(C)CCOC(=O)C1C2C=CC3(CN(Cc4cccs4)C(=O)C13)O2 (centres undefined),0.5,/,1,7,101,-1,-2,-6,3,5
NC(=S)Nc1cc2ccccc2c2ccccc12,-0.1,2,-2,-3,105,3,-5,-21,-1,18
O=C(c1ccccc1)C(O)C(c1ccccc1)N1CCOCC1 (centres undefined),-0.6,9,-1,4,97,-1,-7,-5,2,6
N#CCCN(Cc1ccccc1)C(=O)c1cccs1,-1.3,-11,0,5,97,0,-5,0,-8,4
